# 15-hLO-2 inh – qHTS Assay for Inhibitors of 15-hLO-2 (15-human lipoxygenase 2) | purified 15hLO-2, xylenol orange hydroperoxide absorbance | 0.56% of 110,000 active | Potency, µM (highest dose often 57.1 µM), for inactives: at the highest dose activity change, negative = inhibition, hits mostly inhibitors | Polyunsaturated fatty acid lipoxygenase ALOX15B (Homo sapiens), O15296; further: potency means the concentration at half of the fitted maximal effect; nearly all actives have a fitted effect of over 60% in size; many of its hits are not listed in these tables
# Target sequence (O15296 whole entry, looked up): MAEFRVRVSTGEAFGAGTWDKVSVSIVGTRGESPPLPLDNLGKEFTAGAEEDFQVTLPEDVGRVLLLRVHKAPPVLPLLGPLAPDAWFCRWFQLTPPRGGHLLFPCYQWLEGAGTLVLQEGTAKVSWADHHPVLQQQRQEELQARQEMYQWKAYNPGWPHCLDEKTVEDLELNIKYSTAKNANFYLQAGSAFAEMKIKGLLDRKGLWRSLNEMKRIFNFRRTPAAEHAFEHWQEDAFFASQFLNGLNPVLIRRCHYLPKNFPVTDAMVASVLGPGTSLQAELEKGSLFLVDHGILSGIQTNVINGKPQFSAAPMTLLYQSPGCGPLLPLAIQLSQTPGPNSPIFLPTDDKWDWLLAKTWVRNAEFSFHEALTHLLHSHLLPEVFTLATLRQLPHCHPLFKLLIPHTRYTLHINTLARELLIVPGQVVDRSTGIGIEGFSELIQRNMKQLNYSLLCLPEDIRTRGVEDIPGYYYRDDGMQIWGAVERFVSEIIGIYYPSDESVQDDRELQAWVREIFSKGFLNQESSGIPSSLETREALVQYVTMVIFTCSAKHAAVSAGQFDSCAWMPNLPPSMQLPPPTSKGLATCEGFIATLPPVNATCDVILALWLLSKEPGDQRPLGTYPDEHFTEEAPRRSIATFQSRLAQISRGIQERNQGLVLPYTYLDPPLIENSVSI
#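 Screening format was qHTS against 50 nM purified 15hLO-2 in Hepes pH 7.5 with detergent. Activity follows hydroperoxide formation from 45 uM arachidonic acid, measured as 573:405 nm absorbance ratio of the ferric-xylenol orange complex.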
# IMPase inh – qHTS Assay for Identifying the Cell-Membrane Permeable IMPase Inhibitors; CHO-M1 cells, IP1 accumulation, HTRF TR-FRET ratio; inhibition (IP1 accumulation), % at 46.1 µM; 120,000 tested, under 10 active; active means well fitted curve in the direction sought with a large enough effect in the signal ratio, not every such curve was filed as active; inconclusive means small, poorly fitted or top-dose-only effect, or a change in a side signal; inactive means no such curve, though single readings can be large or run the other way; the % refers to the signal ratio;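 further: cells stimulated with carbachol in lithium chloride buffer; plate controls were DMSO basal wells for no effect and reference inhibitor wells for full effect; higher means more IMPase inhibition seen as more IP1 and lower FRET ratio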
# Target sequence (P97697 whole entry, looked up): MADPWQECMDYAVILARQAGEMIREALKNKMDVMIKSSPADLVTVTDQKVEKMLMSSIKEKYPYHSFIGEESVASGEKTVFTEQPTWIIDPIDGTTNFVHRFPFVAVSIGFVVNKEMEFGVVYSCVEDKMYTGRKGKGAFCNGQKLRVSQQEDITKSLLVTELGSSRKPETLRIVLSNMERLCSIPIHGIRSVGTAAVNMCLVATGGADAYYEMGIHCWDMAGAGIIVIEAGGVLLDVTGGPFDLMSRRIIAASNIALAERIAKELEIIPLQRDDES
#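 Carbachol-driven Gq signalling in CHO-M1 cells (2000/well) generates IP1. Compounds that block IMPase raise IP1 and so reduce the FRET signal from Eu-anti-IP1 and d2-IP1 after a 10 min room-temperature lysis.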
# 12-hLO inh – qHTS Assay for Inhibitors of 12-hLO (12-human lipoxygenase) | purified 12-hLO, xylenol orange hydroperoxide absorbance | AID 1452, 2008 | Potency, µM (highest dose often 57.1 µM), for inactives: top-dose activity change, negative = inhibition, hits mostly inhibitors | Polyunsaturated fatty acid lipoxygenase ALOX12 (Homo sapiens), P18054 | 0.12% of 150,000 active; further: potency means the concentration at half of the fitted maximal effect; nearly all actives have a fitted effect of over 55% in size; many of its hits are not listed in these tables
#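 Lipoxygenase turnover measured by absorbance at 573 and 405 nm after Fe-XO development. Human 12hLO 150 nM, arachidonate 40 uM, pH 7.0 Hepes buffer with detergent; 15 min compound preincubation, 30 min reaction.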
# PNC inhibitor – High Content Assay for Compounds that inhibit the Assembly of the Perinucleolar Compartment. PC3M PTB-GFP, PNC prevalence imaging, 16 h; stronger effect = lower value. activity change (PNC), negative = inhibition, % at 10 µM. 3.1% of 140,000 active;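 active means readout at or below -70, meaning at least 70% loss of cells showing the perinucleolar compartment, a nuclear body marking cancer cells; inconclusive means readout between -30 and a set limit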;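 further: plate controls were DMSO wells for no effect and camptothecin positive control wells for full effect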
#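 Read-out is percentage of cells bearing a perinucleolar compartment, from automated 20x imaging of fixed, Hoechst-stained PC3M PTB-GFP cells. Cells were seeded 4 h, then exposed 16 h to compound (23 nl of library stock) in duplicate plates.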
# * hit, by the source's call; ? = inconclusive; . = not tested or not shown; [ ] = dose if it differs, or a comment. Unless noted, the call rests on the fitted dose curve; in most records, active means well fitted curve in the direction sought with a large enough effect; inconclusive means small, poorly fitted or top-dose-only effect, or another doubt; inactive means no such curve, though single readings can be large; an effect the other way counts as inactive or inconclusive. Unless noted, on the % scale 0 is the no-effect control and ±100 the full control effect. Rows were taken by chance, and some 3.1% of all compounds hit somewhere here.
SMILES,15-hLO-2 inh,IMPase inh,12-hLO inh,PNC inhibitor
CCc1ccc(S(=O)(=O)/N=C2/C=C(Sc3ncn[nH]3)C(=O)c3ccccc32)cc1,.,.,?,-123*
CNC(=S)NN(C)c1nc(C)cc(C)n1,.,.,3%,-18
COc1ccc(CCC(C)Nc2cccc(F)c2)cc1 (stereo not drawn),-4%,5,-2%,-6
Cc1ccc(S(=O)(=O)N2CCN(C(=O)CN3CCCC3)C2)cc1,2%,12,-3%,13
O=C(CSCc1cccc(Br)c1)N/N=C/c1ccc2c(c1)OCO2,0%,7,-8%,34
COc1ccc(-n2c(NCCN(C)C)nc3sc4c(c3c2=O)CCCCC4)cc1,20%,0,8%,6
OC1(c2ccc3ccccc3c2)CCN(Cc2ccccc2)C1 (stereo not drawn),45%[activator],-3,3%,-27
O=C(CSc1nc2ccccc2c(=O)[nH]1)N1CCN(S(=O)(=O)c2ccccc2)CC1,1%,-1,-4%,8
Nc1nc(NC(=O)c2ccc(Cl)cc2)nn1-c1ccccc1,.,.,3%,19
COc1ccc2nc(NC(=O)C3CCCN(S(=O)(=O)c4cccc5nonc45)C3)sc2c1 (stereo not drawn),.,4,-6%,-100*
O=C(c1ccc2c(c1)OCCO2)C1CCN(S(=O)(=O)c2ccc(F)cc2)CC1,-5%,-3,-5%,-27
O=C(NCCN1CCCC1)c1ccc2c(c1)N(Cc1ccc(F)cc1)C(=O)c1ccccc1S2=O (stereo not drawn),.,1,1%,-15
CCC(C)(C)n1nnnc1C(c1ccc(C)cc1)N(Cc1ccco1)Cc1cccs1 (stereo not drawn),-7%,12,2%,11
C=C(C)c1cccc(C(C)(C)NC(=O)N2CCOCC2)c1,1%,2,4%,53
O=C(O)CCCC[C@@H]1SC[C@H]2NC(=O)N[C@@H]12,4%,-4,-1%,.
Cc1ccccc1NS(=O)(=O)c1ccc(C2CNC(=O)C2)cc1 (stereo not drawn),-2%[2.29 µM],3,6%,-11
COc1cccc(/C=N/NC(=O)c2nc(-c3ccccc3)cc(-c3ccccc3)n2)c1,-19%,3,-15%,-11
COc1ccc(C(=O)Nc2nnc(-c3cccs3)s2)cc1,-4%,-3,4%,47
O=c1cc(N2CCN(c3ccccc3)CC2)[nH]c(=O)n1C1CCCCC1,-5%,-12,-4%,39
COC(=O)c1ccc(C(=O)OC)c(NS(C)(=O)=O)c1,3%,2,0%,?
COc1ccc(N(CC(=O)NCc2ccco2)S(=O)(=O)c2ccc(OC)c(OC)c2)cc1,3%,6,2%,5
Cc1cccc(NC(=O)CN2C(=O)COc3ccc(Cl)cc32)c1C,4%,1,-4%,?
Cc1ccc(NC(=O)C2CCN(S(=O)(=O)c3cccs3)CC2)cc1C,0%,6,12%,-8
COCCCNC(CC(=O)Nc1ccc(OC)cc1OC)C(=O)O (stereo not drawn),2%,-6,-6%,14
COc1ccc(C)cc1S(=O)(=O)Nc1cccnc1,-6%,6,-3%,-7

# Structures above that have a thiophene ring, fused or not:
SMILES,15-hLO-2 inh,IMPase inh,12-hLO inh,PNC inhibitor
COc1ccc(-n2c(NCCN(C)C)nc3sc4c(c3c2=O)CCCCC4)cc1,20%,0,8%,6
CCC(C)(C)n1nnnc1C(c1ccc(C)cc1)N(Cc1ccco1)Cc1cccs1 (stereo not drawn),-7%,12,2%,11
COc1ccc(C(=O)Nc2nnc(-c3cccs3)s2)cc1,-4%,-3,4%,47
Cc1ccc(NC(=O)C2CCN(S(=O)(=O)c3cccs3)CC2)cc1C,0%,6,12%,-8

# (more compounds)
SMILES,15-hLO-2 inh,IMPase inh,12-hLO inh,PNC inhibitor
CCOC(=O)CSc1nc(C2CC2)cc(-c2ccc(Cl)cc2)c1C#N,.,0,1%,?
COc1cc(OC)cc(-c2nnc(Sc3ccc(C=O)cc3[N+](=O)[O-])o2)c1,-24%,-10,-4%,-27
C=CCn1c(O)c(N=NC(=S)Nc2ccc(OC)c(Cl)c2)c2ccccc21,.,.,6%,-18
CCOc1ccc(C(NC(=O)/C=C/c2ccco2)c2ccc(OC)c(OC)c2)cc1 (stereo not drawn),.,2,-1%,-20
CCC(CO)NCc1ccc(OC2CCCC2)cc1 (stereo not drawn),.,1,35%[activator],223
OC(CN1C2=NCCN2c2ccccc21)c1ccc2c(c1)OCO2 (stereo not drawn),1%,9,-1%,24
CCSC1=N/C(=C\c2ccc(C(=O)O)cc2)C(=O)S1,-9%,5,-3%,-17
Cc1ccnc(NS(=O)(=O)c2ccc(NC(=O)c3ccc(S(=O)(=O)N4CC(C)OC(C)C4)cc3)cc2)n1 (stereo not drawn),.,.,3%,103
Cc1cc(C)cc(NC(=O)Cc2ccc(-n3cccc3)cc2)c1,.,.,-1%,?
Nc1cc(N)nc(SCCOc2ccccc2F)n1,.,-7,-2%,?
Cc1cc(C)c2c(CC(=O)Nc3nccs3)coc2c1,-2%,0,-2%,?
CN(C)S(=O)(=O)c1cccc(-c2nn(-c3ccccc3)cc2/C=C2\SC(=S)NC2=O)c1,.,13,-8%,31
CCc1nc(Cl)c(C#N)c2c1CCCC2,.,-8,-1%,-16
CC(C)[C@H]1c2ccc(F)cc2CC[C@@]1(CCN(C)CCCc1nc2ccccc2[nH]1)OC(=O)C1CC1,55%[activator][0.0915 µM],.,-2%[0.00818 µM],.
COP(=O)(OC)c1nc(-c2ccccc2)oc1N1CCOCC1,.,.,-2%,-16
CN(N=O)C(=O)N[C@H]1C(O)C(O)C(CO)O[C@@H]1O (stereo partly drawn),-4%,.,2%,.
O=C(COC(=O)[C@H](Cc1ccccc1)NC(=O)c1cccs1)Nc1ccccc1C(F)(F)F,.,12,3%,?
CCc1nnc(N/N=C/c2ccccc2Cl)n1N,3%,0,3%,52
CC(/C=N/NC(=O)c1ccncc1)=C\c1ccccc1,-3%,0,3%,-7
O=C(CNC(=O)c1ccccc1F)N/N=C/c1cc(Br)ccc1OC(=O)/C=C/c1ccco1,.,.,2%,4
O=C(O)c1cc([N+](=O)[O-])c(N2CCCC2)c([N+](=O)[O-])c1,.,5,-2%,-25
O=C1NC(Cc2c[nH]c3ccccc23)C(=O)N1CCOc1ccccc1 (stereo not drawn),0%,-9,-2%,-22
Nc1nnc(-c2ccc(Cl)cc2)s1,-2%,-3,-5%,48
O=C(CCNC(=O)c1ccc(Cl)cc1)Nc1c(F)c(F)cc(F)c1F,.,.,-1%,-28
CCc1nc2ccccc2c(NC(=O)CN2CCC(C)CC2)c1C,-16%,3,-6%,2
# The results go on.
SMILES,15-hLO-2 inh,IMPase inh,12-hLO inh,PNC inhibitor
CCc1c(C(=O)Nc2ccc(S(=O)(=O)N3CCOCC3)cc2)csc1C,-2%,-6,-7%,-16
Cn1c(CN2CCCC2)nc2cc(NC(=O)c3ccco3)ccc21,17%,8,4%,-17
O=S(=O)(NCCOCC(F)(F)C(F)F)c1ccc2oc3ccccc3c2c1,-5%,2,-8%,?
Cc1ccc(-n2nc(C)c3c(C(=O)OCC(=O)N(C)C4CCS(=O)(=O)C4)cc(-c4ccccc4)nc32)cc1 (stereo not drawn),.,.,-2%,56
COc1ccc(NC(=O)C2CCCO2)cc1 (stereo not drawn),.,15,-2%,?
Cc1c(NS(=O)(=O)c2ccc3c(c2)CCN3C(=O)C2CC2)c(=O)n(-c2ccccc2)n1C,-4%,7,4%,45
COc1ccc(-n2cc(-c3ccc(C)cc3)[n+]3c2SCC3)cc1,.,26,-2%,?
O=C(Nc1c(C(=O)Nc2ccccc2)cnn1-c1ccccc1)c1ccco1,2%,2,-3%,19
COc1ccc(/C=C/C(=O)Nc2ccc3c(c2)OCCO3)cc1OC,.,.,-1%,-11
COc1ccc(S(=O)(=O)c2ccc(OC)cc2)cc1,0%,0,7%,21
O=C(NCc1ccc2[nH]c3c(c2c1)CCCC3)c1ccc(S(=O)(=O)N2CCCC2)cc1,.,.,0%,35
Nc1ccccc1O,-16%,.,-20%,.
Cc1cccc(N2CCN(C(=O)/C=C/c3ccco3)CC2)c1C,.,.,-4%,17
O=C(O)CCc1ccc(-c2ccccc2)n1CC(=O)O,7%[2.29 µM],-3,2%,-4
COc1cccc(C2OC(=O)c3ccccc3N2C(C)=O)c1OC(C)=O (stereo not drawn),-4%,12,9%,29
O=C(Nc1cc(C(F)(F)F)ccc1N1CCOCC1)c1ccc(Br)o1,7%,26,-2%,-7
Cc1ccc(S(=O)(=O)N(C)CC(=O)Nc2cccc(C)n2)cc1,-3%,5,-2%,27
CCCCNc1cc(C)oc(=O)c1C(C)=O,1%,-1,8%,-23
Cc1ccc(C(=O)Nc2ccc3c(c2)OCCO3)o1,2%,-2,-2%,1
COc1ccc(-c2nc3ccccc3c(=O)n2NC(=O)c2cccnc2Cl)cc1OC,.,.,2%,?
NC(=O)CCCC1=NS(=O)(=O)c2ccccc2N1,-4%,6,-2%,15
COc1cccc(C2=NOC(C(=O)NC3CCCCC3)C2)c1 (stereo not drawn),-2%,4,-2%,-6
COc1ccc(N2CCN(C(CNC(=O)c3ccc4c(c3)OCO4)c3cccnc3)CC2)cc1 (stereo not drawn),-2%,3,1%,18
COc1ccc(NC(=O)c2cccc(S(=O)(=O)Nc3ccc(Br)cc3)c2)cn1,.,4,?,?
COC(=O)C1=CN(C2CC2)C=C(C(=O)OC)C1c1ccc(C(=O)OC)cc1,-12%,0,-3%,?
# Additional structures follow.
SMILES,15-hLO-2 inh,IMPase inh,12-hLO inh,PNC inhibitor
CCOC(=O)CNC(=O)COc1ccc(Cl)cc1Br,0%,19,0%,?
O=C1CC(SCCO)C(=O)N1c1ccc(Oc2ccccc2)cc1 (stereo not drawn),-13%,-12,12%,?
COc1ccc2c3c([nH]c2c1)[C@H]1C[C@@H]2[C@@H](C[C@@H](O)[C@H](OC)[C@H]2C(=O)O)CN1CC3,-7%[11.4 µM],.,-2%[11.4 µM],.
CC1CCCC(C)N1C(=O)COC(=O)CCc1nc2ccccc2c(=O)[nH]1 (stereo not drawn),.,.,1%,25
O=C(NCCCn1ccnc1)C(=O)NCC(c1cccnc1)N1CCN(c2ccc(F)cc2)CC1 (stereo not drawn),.,.,-2%,-25
CC(=O)C1=C(C)NC(SCc2cccc([N+](=O)[O-])c2)=C(C#N)C1c1ccco1 (stereo not drawn),-10%,4,-8%,29
COC(=O)C1=C(C)N=C2SC(C)C(=O)N2C1/C=C/c1ccccc1 (stereo not drawn),-5%,-19,-4%,47
COc1ccc(C2=NOC(C(=O)O)C2)cc1 (stereo not drawn),-3%,-5,-3%,47
CN(C)c1ccc(NC(=O)CC(NCc2ccccn2)C(=O)O)cc1 (stereo not drawn),.,.,-1%,-9
CCOc1cc(CNn2nnnc2N)cc(Cl)c1OCC(=O)NC(C)(C)C,-2%,-8,-3%,-15
COc1ccccc1CN1CC[C@@]2(CCCN(S(=O)(=O)c3ccccc3)C2)C1,11%,.,2%,.
N#Cc1cc(Cl)c(N2CCOCC2)cc1C#N,-10%,-4,-1%,14
Cc1occc1-c1nnc(SCC(=O)N(C)CCC#N)n1N,1%,-6,-1%,12
CSc1nsc(SCC(=O)NC2CCCCC2)n1,-14%,8,9%,?
CC(=O)NCCOc1nc(N(C)C)nc(N(C)C)n1,-1%,-6,0%,?
O=C(c1cc(C(F)(F)F)cc(C(F)(F)F)c1)N1CCC2(CCN(Cc3nccs3)CC2)CC1,21%,.,-3%,.
COc1ccc(Nc2nc(N)nc(CSC(=S)N3CCC(C)CC3)n2)cc1,.,18,-19%,15
CCNC(=S)Nc1cccc([N+](=O)[O-])c1,.,.,-3%,?
Cc1cc(C(=O)NCCN2C(=O)S/C(=C\c3cccs3)C2=O)ccc1[N+](=O)[O-],.,.,4%,-27

# Compound activity from PubChem.
